Source: PubChem BioAssay (ICCB-Longwood Screening Facility, Harvard Medical School)
Polio RdRp inh – poliovirus RdRp elongation inhibitors, primary screen, biochemical, fluorescence polarization, total intensity | Genome polyprotein (Poliovirus type 1 (strain Mahoney)), P03300 | poliovirus polymerase elongation; hits give low values | % elongation, % (compound at 16.7 µg/mL) | actives 0.66% (n = 150,000); in the data active means % elongation below about 90%; further: some results filed as inactive read as strong as hits
Target sequence (P03300 1749-2209 limits assumed): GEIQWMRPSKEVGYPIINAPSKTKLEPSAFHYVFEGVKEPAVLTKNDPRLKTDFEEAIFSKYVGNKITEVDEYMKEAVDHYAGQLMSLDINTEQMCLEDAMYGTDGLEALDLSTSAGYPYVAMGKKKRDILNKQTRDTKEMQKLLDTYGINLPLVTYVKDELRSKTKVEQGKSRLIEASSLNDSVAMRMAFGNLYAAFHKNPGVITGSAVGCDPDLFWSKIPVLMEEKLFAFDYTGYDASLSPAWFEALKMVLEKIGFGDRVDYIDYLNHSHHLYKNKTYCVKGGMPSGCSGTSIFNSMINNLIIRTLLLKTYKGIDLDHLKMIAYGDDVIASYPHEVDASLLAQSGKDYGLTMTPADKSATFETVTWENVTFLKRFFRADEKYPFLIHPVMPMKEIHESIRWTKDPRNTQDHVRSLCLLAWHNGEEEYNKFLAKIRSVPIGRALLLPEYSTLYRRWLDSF
Polio RdRp inh FP z-score – recorded beside Polio RdRp inh, whose call it bears; z-score; measured here: FP z-score; hits read low
Starred values were filed as active, the others as inactive. The list is partial; rates above refer to the full screens.

SMILES	Polio RdRp inh	Polio RdRp inh FP z-score
O=C(c1ccccc1)N1CCN(C2CCCCC2)CC1	100	-0.3
CCOc1ccc(NC(=O)Cn2c(=O)oc3cc(S(=O)(=O)N4CCC(C)CC4)ccc32)cc1	99	-0.7
Cc1cc(C)c2nc(SCC#N)cc(C)c2c1	107	0.6
O=c1oc2ccccc2c(N2CCN(c3ccc(F)cc3)CC2)c1CN1CCCC1	108	0.7
Cc1ccc(C)c2[nH]c(=O)c(CCNC(=O)CC(C)(C)C)cc12	100	-0.8
CCc1cc(=O)oc2c(C)c3occ(-c4ccc(Cl)cc4)c3cc12	102	0.1
COCCN=C1SC(C(=O)Nc2cccc(C#N)c2)C(N)=C1C(=O)N1CCN(C)CC1 (stereo unspecified)	102	0.1
CCCN1CCN(C(=O)c2cn(C)c(=O)c3cc(OC)c(OC)cc23)CC1	100	0.1
O=C1c2ccccc2C(=O)N1CCSc1ncnc2c1cnn2-c1ccccc1	103	1.6
CCOC(=O)c1noc2c1COc1ccccc1-2	101	0.4
CCCc1nc2ccccc2c(NC(=O)CN(CC)CC)c1CC	102	-0.1
Cc1ccc(C(=O)Nc2nc3ccc(S(=O)(=O)N4CCCC4)cc3s2)cc1	104	-0.7

Structural class, those above with nitrogen in an aromatic ring
SMILES	Polio RdRp inh	Polio RdRp inh FP z-score
CCOc1ccc(NC(=O)Cn2c(=O)oc3cc(S(=O)(=O)N4CCC(C)CC4)ccc32)cc1	99	-0.7
Cc1cc(C)c2nc(SCC#N)cc(C)c2c1	107	0.6
Cc1ccc(C)c2[nH]c(=O)c(CCNC(=O)CC(C)(C)C)cc12	100	-0.8
CCCN1CCN(C(=O)c2cn(C)c(=O)c3cc(OC)c(OC)cc23)CC1	100	0.1
O=C1c2ccccc2C(=O)N1CCSc1ncnc2c1cnn2-c1ccccc1	103	1.6
CCOC(=O)c1noc2c1COc1ccccc1-2	101	0.4
CCCc1nc2ccccc2c(NC(=O)CN(CC)CC)c1CC	102	-0.1
Cc1ccc(C(=O)Nc2nc3ccc(S(=O)(=O)N4CCCC4)cc3s2)cc1	104	-0.7

Further entries follow:
SMILES	Polio RdRp inh	Polio RdRp inh FP z-score
O=C(Cn1ccc2ccccc2c1=O)NCC(=O)NC1CCCCCC1	98	-0.2
CC1CC(C)CN(C(=O)Cn2ncc3ccc(Cl)cc32)C1 (stereo unspecified)	100	-1.2
CN1CCN(C(CNC(=O)NC(C)(C)C)c2ccc(F)cc2)CC1 (stereo unspecified)	101	-0.7
COc1ccccc1NC(=O)c1cc(-c2ccc(C)o2)nc2ccccc12	99	-0.3
COC(=O)c1ccc(CO/N=C(\N)c2ccc(C(C)(C)C)cc2)o1	102	-0.1
CCOC(=O)c1ccccc1NC(=O)Cn1c(=O)n(CCC(=O)NCc2ccccc2OC)c(=O)c2ccccc21	105	-0.2
CC(=O)NCCNC(=O)CCCc1nnc2n(C)c(=O)c3sccc3n12	101	-1.3
CCNc1c(N)c(=O)oc2ccccc12	103	0.3
Cc1nc2ccccc2c(=O)n1CC(C)C	102	0.1
CCOc1ccc(CNC(=O)c2ccc3c(c2)nc2n3CCCCC2)cc1	114	1.3
O=C1C(=Cc2ccc(N3CCCC3)cc2)C(=O)c2ccccc21	77	-6.5
COc1cc2c(C#N)c(N3CCCCC3)nc(N)c2c(N)n1	123	2.7
CCOC(=O)c1cnc2c(Cl)c(Cl)ccc2c1Nc1ccc(N(C)C)cc1	104	-0.2
Fc1ccc(Nc2c(-c3ccccc3)nc3ccccn23)cc1	102	0.2
CCOc1cc(CNC(=O)NC2COc3ccc(OC)cc3C2)cc(OCC)c1OCC (stereo unspecified)	105	-0.1
Cc1ccc(SCCC(=O)NN)cc1	103	-0.2
CN1C(=O)CSc2ccc(NC(=O)Nc3cccnc3)cc21	103	0.4
Cn1c(=O)oc2cc(S(=O)(=O)Nc3ccccc3)ccc21	101	0
COc1ccc2nc(NC(=O)c3nc(SC(C)C)ncc3Cl)sc2c1	108	0.1
CCOC(=O)c1sc(N)c(C#N)c1CSc1ncnc2sc(CC)cc12	72	-4.7
COc1ccc(-n2c(O)c(C=NCC(c3ccco3)N3CCCC3)c3ccccc3c2=O)cc1OC (stereo unspecified)	114	1.3
Cc1ccc(-c2noc(CCCC(=O)N(C)C)n2)cc1	102	0
Cc1c2c(nc3c(C(=O)NC4CCCC(C)C4C)cnn13)CCCC2 (stereo unspecified)	102	0.3
CC1(N2CCOCC2)CC(=O)N(c2ccccc2)O1 (stereo unspecified)	100	-0.3
O=C(CSc1nnc(-c2ccc(F)cc2)o1)N(Cc1nc2ccccc2c(=O)[nH]1)CC1CCCO1 (stereo unspecified)	107	0.4
CCCN(C(=O)c1coc(=O)c2ccccc12)c1cccc(C)c1	100	-0.4
O=C(CSc1nc2c([nH]c3ccccc32)c(=O)n1-c1ccc(F)cc1)Nc1ccc2c(c1)OCCO2	106	-0.2
CC1(O)NC(=O)C2(C#N)C(C#N)(C#N)C12c1ccccc1 (stereo unspecified)	102	-0.1
Cc1ccc(-c2nnc(SCC(=O)NCc3ccccc3)o2)cc1	104	0.2
Cc1ccc(NC(=O)N2c3ccccc3Sc3ccccc32)c(C)c1	99	-0.6
c1csc(Cc2nc3ccccc3[nH]2)c1	105	1.3
CCOc1ccc(-n2c(SCC(=O)N3CCC(C)CC3)nc3c([nH]c4ccccc43)c2=O)cc1	99	-2.1
COC(=O)c1ccccc1NC(=O)C1CC(c2ccccc2OC)=NO1 (stereo unspecified)	99	-0.2
Cc1cc(C)nc(N2CCC(C(=O)Nc3nnc(C(C)C)s3)CC2)n1	101	-0.5
CCOc1ccc(NC(=S)N2C(C)CCCC2C)cc1 (stereo unspecified)	102	0.9
O=C(CN1C(=O)C2(SCC(=O)N2c2cccc(Cl)c2)c2ccccc21)NCCc1ccccc1 (stereo unspecified)	103	-0.1
Cc1ccc(S(=O)(=O)NCc2ccccc2)cc1	107	0.5
CN(Cc1nc2ccccc2c(=O)[nH]1)C(=O)c1cc(Br)cc(Br)c1O	102	0
COc1ccccc1C1CCN(C(=O)[C@@H](C)N2CCN(c3ccc(C(F)(F)F)cn3)CC2)CC1	103	0.3
c1ccc(-c2ccccc2-n2cnnn2)cc1	98	-0.8
Cc1sc(-c2cccs2)nc1-c1ccccc1	108	0.5
O=C(CC(c1ccccc1)c1ccco1)N1CCCCC1 (stereo unspecified)	102	0.4
CC12CC(C)(C)C(C#N)(C(N)=C1C#N)C(=C(C#N)C#N)N2 (stereo unspecified)	83*	-5.4*
Cc1csc(=O)n1CCC(=O)OCc1cc(Cl)cc2c1OCOC2	107	-0.3
Cn1c(=O)n(C)c2cc(Nc3cc(SCc4ccccc4)ncn3)ccc21	104	1
FC(F)(F)c1ccc(N=Cc2ccco2)cc1	104	1.3
COc1ccccc1NC(=O)CSc1nc(-c2ccc(C)cc2)nc2c1Cc1c(CO)cnc(C)c1O2	109	0.4
C/C(N)=C(/C#N)C(=O)CSc1nc(-c2ccccc2)cn1N	100	-0.2
O=C(NC1CCCC1)c1ccc(COc2ccccc2Br)o1	102	0.4
CC(=O)Nc1ccc(/C=N/N2CCCCC2)cc1	103	0.1
Cc1ccc(CNC(=O)CCCn2c(=O)c3ccccc3n(Cc3ccccc3Cl)c2=O)cc1	104	-1.2
Cc1cc(OCC(=O)NCc2cccnc2)c(C)cc1Br	101	0.5
COCCCNC(=O)c1ccc(Cn2c(SCc3ccc(F)cc3)nc3cccnc32)cc1	111	0.2
CCCCN1C(=O)c2ccc(C(=O)NCc3ccco3)cc2C1=O	102	0.2
O=C(CN1CCN(CN2C(=O)NC3(CCCC3)C2=O)CC1)Nc1ccc(Cl)c(C(F)(F)F)c1	106	0.6
CC(=O)N/C(=N/c1nc(C)cc(C)n1)Nc1cccc(C)c1	102	0
CN(C)c1cccc(N2C(=S)SC3CS(=O)(=O)CC32)c1 (stereo unspecified)	102	0.2
Fc1ccccc1CCNc1c2c(nc3ncnn13)CCCC2	105	0.3
COc1ccc(C2C(C(N)=O)=C(C)Nc3nc(SCc4ccccc4Cl)nn32)cc1OC (stereo unspecified)	104	-0.2
Cc1ccnc(NC(c2ccco2)c2c(C)[nH]c3ccccc23)c1 (stereo unspecified)	96	-0.7
Further entries follow.
SMILES	Polio RdRp inh	Polio RdRp inh FP z-score
Fc1ccccc1-n1ncc2c1ncn1nc(Cc3ccccc3)nc21	119	0.3
Cc1ccc(NC(=O)CSc2nncn2N)cc1C	103	0.3
O=C(N/N=C/c1ccncc1)c1ccccc1	103	0.3
O=C(COc1ccc2ccccc2c1)NC1CC(=O)N(c2ccccc2)C1 (stereo unspecified)	99	-1.6
CC(C)c1ccc(OCC(=O)NC(C)c2ccccc2)cc1 (stereo unspecified)	101	-0.3
COC(=O)c1cc2oc3ccccc3c2n1CC(=O)Nc1cc(C)cc(C)c1	99	-1.4
Cc1nc2ccccc2[nH]c1=S	99	-0.5
CN(CC(=O)Nc1cccc(C(F)(F)F)c1)S(=O)(=O)c1ccc2[nH]c3c(c2c1)CCCC3	110	0.9
Cc1cc(C(=O)CSC2=C(C#N)C(C)(C)C(C#N)C(=O)N2)c(C)n1-c1ccccc1 (stereo unspecified)	102	-0.3
Cc1noc(C)c1S(=O)(=O)N1CCC(C(=O)N2CCN(c3cccc(C(F)(F)F)c3)CC2)CC1	114	0.4
C=CCSc1nnc2c(n1)[nH]c1ccccc12	104	0.4
COc1ccc(Cc2nc3ccccc3n2C(C)C)cc1	103	0.1

Compound profiles, as listed above.
COc1ccc(-n2c(O)c(C=NCC(c3ccco3)N3CCCC3)c3ccccc3c2=O)cc1OC (stereo unspecified) as listed: Polio RdRp inh: 114; Polio RdRp inh FP z-score: 1.3
Fc1ccccc1CCNc1c2c(nc3ncnn13)CCCC2 as listed: Polio RdRp inh: 105; Polio RdRp inh FP z-score: 0.3

Further structures.
SMILES	Polio RdRp inh	Polio RdRp inh FP z-score
C=CCn1c(SC(C#N)Cc2ccccc2)nnc1C1CCCCC1 (stereo unspecified)	101	0.1
NC(=O)Cn1c(-c2nonc2N)nc2ccccc21	102	0.2
CC(C)c1cc(C(=O)Nc2ccc(-c3nnc4n3CCCCC4)cc2)c2cnn(C(C)C)c2n1	98	-0.2
Cc1nn(C(=O)COc2ccccc2Br)c(C)c1Sc1ccccc1	101	-1.3
COC(=O)C1=NN(C(=O)c2cccc(OC)c2)C(C)(O)C1 (stereo unspecified)	101	-0.2
CC(=O)n1nc(C)c(Sc2nnnn2-c2ccccc2)c1C	104	0.7
Cc1ccc(C)c(NC(=O)COC(=O)c2ccc3c(=O)n4c(nc3c2)CCCCC4)c1	96	-0.6
O=C(c1ccc2nc[nH]c2c1)N1CCN(S(=O)(=O)c2ccccc2C(F)(F)F)CC1	105	0.3
COc1cccc(NC(=O)CSc2cc(C)[nH]c(=O)n2)c1	108	0.3
Cc1csc(Cc2nc(-c3ccc(O)cc3)no2)n1	122	2.4
O=C(c1ccccc1Cl)N(Cc1ccco1)Cc1cc2cc3c(cc2nc1Cl)OCO3	101	0.1
O=C(NC1CCCCC1)NC1CC2CCC(C1)N2C(=O)NCc1ccccc1 (stereo unspecified)	105	1

Reprinted at random: two compounds from above
SMILES	Polio RdRp inh	Polio RdRp inh FP z-score
Cc1csc(Cc2nc(-c3ccc(O)cc3)no2)n1	122	2.4
COC(=O)C1=NN(C(=O)c2cccc(OC)c2)C(C)(O)C1 (stereo unspecified)	101	-0.2

More structures.
SMILES	Polio RdRp inh	Polio RdRp inh FP z-score
COc1ccc(CNC(=O)c2ccc3c(c2)N(Cc2ccccc2C)C(=O)c2ccccc2S3=O)cc1 (stereo unspecified)	109	0.3
CC(C)(C)S(=O)(=O)c1cccc2ccccc12	101	0
Cc1cc(-n2c(C)cc(C(=O)CSc3n[nH]c(=O)n3Cc3ccccc3)c2C)no1	100	-0.6
COCC(=O)Nc1ccccc1-c1ccccc1	102	0.4
NC(=O)COc1ccccc1OCC(N)=O	103	0.6
Oc1cccc(CN2CCN(C/C=C/c3ccccc3)CC2)c1	103	0.8
CCc1nc(NCC(C)C)c(C#N)c2c1CCCC2	102	0
CC(C)(C)c1ccc(OCCC(=O)O)cc1	104	0.1
N=C1c2ccccc2CN1c1ccc(S(=O)(=O)N2CCCCC2)cc1	99	-0.2
O=C(c1cc2sccc2n1Cc1ccccc1)N1CCN(Cc2ccc3c(c2)OCO3)CC1	104	0.6
CN1CCc2cc3c(cc2[C@H]1[C@@H]1OC(=O)c2c1ccc1c2OCO1)OCO3	101	0.2
C=CCOC(Cn1ccnc1)c1ccc(Cl)cc1Cl (stereo unspecified)	101	1.1
CC(C)(C)c1ccc2c(c1)N(CC(=O)O)C(=O)CO2	94	-2.1
CC(C(=O)Nc1ccc(Br)cc1)N1CCN(S(=O)(=O)c2ccccc2)CC1 (stereo unspecified)	103	0
Cc1cccn2c(=O)c(C(=O)NCCc3ccccc3)cnc12	107	0
CC1CC(=O)Nc2ccccc2N1C(=O)c1ccco1 (stereo unspecified)	98	-0.9
CCCCN1CC(C(=O)NCCc2ccc(Cl)cc2)CC1=O (stereo unspecified)	103	0.7
Cc1cc(C)c(C)c(C(=O)O)c1C	99	-0.4
C=CCSc1nnc(CCc2nnc(SCC=C)n2-c2ccccc2)n1-c1ccccc1	104	0.5
Cc1nc(SCC(=O)c2cc(C)n(-c3ccccc3)c2C)c2ccsc2n1	100	-0.1
Nc1cc(N)nc(SC(C(=O)N2CCCCC2)c2ccccc2)n1 (stereo unspecified)	103	0.1
Cc1ccc(CNC(=O)Nc2cn(CC(C)C)c(=O)c3ccccc23)cc1	28*	-6*
CC1CC(C)CN(c2nnc(NC(=O)c3cc(-c4ccc(Br)cc4)on3)s2)C1 (stereo unspecified)	104	1.1
